USP2a inh = inhibitors of human ubiquitin-specific protease USP2a; O75604; USP2 core, Ub-CHOP2 coupled fluorogenic reporter, 485/531; Potency, µM (top dose mostly 38.3 µM), inactives show top-dose activity change, negative = inhibition, hits mostly inhibitors; hit rate 0.01% among 330,000;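 note: potency is the fitted concentration of half-maximal effect; plate controls were DMSO wells for no effect and full inhibition by NEM control for full effect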
Target sequence (O75604 whole entry, looked up): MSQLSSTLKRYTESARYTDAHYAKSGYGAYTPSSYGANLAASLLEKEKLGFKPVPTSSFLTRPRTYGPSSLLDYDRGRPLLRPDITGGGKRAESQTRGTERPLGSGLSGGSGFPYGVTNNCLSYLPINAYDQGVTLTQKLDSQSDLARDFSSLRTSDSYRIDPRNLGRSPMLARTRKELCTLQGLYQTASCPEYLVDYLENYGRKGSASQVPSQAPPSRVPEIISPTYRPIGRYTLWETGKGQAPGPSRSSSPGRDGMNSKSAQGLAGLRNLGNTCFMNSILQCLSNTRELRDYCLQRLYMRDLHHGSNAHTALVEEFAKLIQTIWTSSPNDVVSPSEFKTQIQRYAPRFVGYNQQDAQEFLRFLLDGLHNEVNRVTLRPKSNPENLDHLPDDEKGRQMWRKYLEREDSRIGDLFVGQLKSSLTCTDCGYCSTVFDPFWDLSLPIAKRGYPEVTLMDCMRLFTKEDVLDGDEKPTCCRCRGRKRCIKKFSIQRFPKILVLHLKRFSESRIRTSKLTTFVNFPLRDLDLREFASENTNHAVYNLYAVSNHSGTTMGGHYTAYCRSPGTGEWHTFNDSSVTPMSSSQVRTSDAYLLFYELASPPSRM
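Deubiquitinase activity read as fluorescence (485/531 nm) after Ub-CHOP2 cleavage activates the enterokinase reporter on its substrate; USP2 core 10nM, Ub-CHOP2 and substrate 25nM each, 30min compound preincubation then 60min RT; data normalized to NEM, curves fitted.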
Integrin act MD = activates integrin-mediated alleviation for muscular dystrophy; AID 624291; Potency, µM (doses to about 38.3 µM), without a hit: top-dose activation, usual class: activators; alpha7betagal myoblasts, beta-gal FDG fluorescence, 48 h; hit rate 0.064% among 350,000;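 note: potency is the fitted concentration of half-maximal effect; 100% = response of the positive control SU9516; nearly all actives have a fitted effect of over 60% in size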
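Alpha7betagal+/- myoblasts (passage 13) were plated 16-24 hr, then exposed to compounds (1:260 dilution of DMSO stock) for 48 hours at 37C. After MPER lysis, β-galactosidase reporter activity was read as FDG fluorescence (ex 480/em 540) after 30 minutes.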
Eya2 inh = Eya2 (human) phosphatase inhibition; AID 488837; Potency, µM (titrated, usually from 76.9 µM), for inactives: at the top dose activity, negative = inhibition, most hits filed as inhibitors; hit rate 0.006% among 330,000; recombinant Eya2, OMFP fluorescence dephosphorylation (OMFP is methylfluorescein phosphate); O00167; note: potency is the fitted concentration of half-maximal effect; % is set by controls: 0 for no effect and ±100 for the full control effect
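Eya2 protein (added as 0.2 uM solution) was preincubated with compound for 10 min at ambient temperature in 50 mM HEPES pH 7.5, 50 mM NaCl, 5 uM MgCl2, 0.05% BSA, 1 mM DTT. OMFP (added at 50 uM) then reacted 10 min; fluorescence read at 485/525 nm.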
TRPV1 agonist = human TRPV1 agonism; hit rate 0.19% among 320,000; TRPV1-expressing cells, Fluo-8 calcium influx, agonist mode; activation, % at 8.33 µM; in the data active = activation above about 80%; inconclusive = between about 30% and that limit; note: 0% is about no effect
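Fluo-8 calcium influx in TRPV1-expressing cells, kinetic read (ex 480/em 520 nm). Compound added and read 3 min for agonist activity, followed by capsaicin at EC20 final and 2 min further read for enhancement.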
p53 reactivation = restores transcriptional activity of mutant p53 | H1299 p53-A138V BP100-luciferase reporter, luminescence, 24 h | Potency, µM (doses to about 92.2 µM), inactives show at the highest dose activity change, positive = activation, actives largely listed as activators | hit rate 0.063% among 320,000 | AID 504706; note: potency is the fitted concentration of half-maximal effect; % of control where 0% means no effect; nearly all actives have a fitted effect of over 45% in size
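H1299 (p53-null), stable ts p53-A138V + BP100-Luc; 1000 cells/well, Opti-MEM/10% FBS; cpd 4 pt, 1:5; 24 h, 37 deg C, 5% CO2; detection reagent 10 min RT; luminescence.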
TSG101-PTAP inh = blocks PTAP/TSG101 interaction to inhibit HIV-1 budding; AID 493005; Potency, µM (titrated, usually from 115 µM), for inactives: at the top dose activity change, negative = inhibition, usual class: inhibitors; 340,000 tested, under 10 active; Fluorescence polarization, FITC-PTAP peptide / Tsg101 binding; Q99816; active = well fitted inhibition curve with a large enough effect in the main read-out, with a control signal flat, not every such curve was filed as active; inconclusive = small, poorly fitted or top-dose-only effect, or effect the other way, or a change in a side signal; inactive = no such curve, though single readings can be large or run the other way; note: potency is the fitted concentration of half-maximal effect; % of control where 0% means no effect
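Fluorescence polarization binding of Tsg101 binding domain (10 uM final) to FITC-labeled PTAP peptide (50 nM final) in HEPES pH 7.5 buffer with NaCl, Tween 20, EDTA, TCEP. Compounds added before peptide; binding 20 min at RT.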
ELG1 genotoxic = genotoxicity induction in ELG1-luciferase HEK293T cells; HEK293T ELG1-luciferase reporter, luminescence, 16 h; Potency, µM (doses to about 46 µM), for inactives: top-dose activity change, positive = activation, hits mostly activators; hit rate 1.3% among 330,000; AID 504466; note: potency is the fitted concentration of half-maximal effect; % of control where 0% means no effect; nearly all actives have a fitted effect of over 60% in size
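Genotoxicity was scored as increased ELG1-luciferase reporter signal, measured by ONE-Glo luminescence (30 min, room temperature). Compound or vehicle exposure of the HEK293T reporter cells lasted 16 hr at 37°C.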
ASM inhibitor = human S-ASM enzyme inhibition. hit rate 0.006% among 340,000. Potency, µM (titrated, usually from 57.5 µM), inactives show top-dose activity change, negative = inhibition, usual class: inhibitors. placental ASM, HMU-PC fluorogenic substrate, 60 min. P17405. AID 504937; note: potency is the fitted concentration of half-maximal effect
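Human placenta-derived ASM preincubated with compound 10 min at room temperature, then reacted with 9 uM (final) fluorogenic HMU-PC substrate for 60 min at 37 C. Stop solution raises pH to 10; fluorescence read at Ex 386/Em 447 nm.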
B2AR arrestin = agonists driving beta-arrestin recruitment to human beta2-adrenergic receptor; beta-arrestin recruitment to beta2AR, cell-based reporter; P07550; hit rate 0.02% among 330,000; AID 492947; Potency, µM (highest dose often 46.1 µM), for the others: top-dose activation, most hits filed as activators;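 note: potency is the fitted concentration of half-maximal effect; 0% = DMSO controls and full agonism = EC100 isoproterenol or metaproterenol; nearly all actives have a fitted effect of over 65% in size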
Target sequence (P07550 whole entry, looked up): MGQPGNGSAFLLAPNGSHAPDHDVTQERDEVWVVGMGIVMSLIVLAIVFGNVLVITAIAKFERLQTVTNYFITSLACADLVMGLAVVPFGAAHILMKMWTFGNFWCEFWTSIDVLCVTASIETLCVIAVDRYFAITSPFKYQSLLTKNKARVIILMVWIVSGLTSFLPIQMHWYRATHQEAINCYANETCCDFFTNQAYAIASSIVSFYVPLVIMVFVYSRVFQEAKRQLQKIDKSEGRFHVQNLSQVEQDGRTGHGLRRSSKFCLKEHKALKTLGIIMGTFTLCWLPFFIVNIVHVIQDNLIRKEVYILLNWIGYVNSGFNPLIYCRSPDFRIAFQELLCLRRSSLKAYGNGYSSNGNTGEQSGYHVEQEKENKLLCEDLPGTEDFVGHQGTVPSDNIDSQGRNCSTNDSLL
uPA surface inh = blocks generation of uPA at the cell surface | hit rate 0.31% among 330,000 | Potency, µM (top dose mostly 38.3 µM), without a hit: at the highest dose activity change, negative = inhibition, usual class: inhibitors | cell surface uPA generation assay, qHTS; active = well fitted inhibition curve with a large enough effect; inconclusive = small, poorly fitted or top-dose-only effect; inactive = no such curve, though single readings can be large or run the other way; tested in mouse RAW 264.7 cells; note: potency is the fitted concentration of half-maximal effect; % is set by controls: 0 for no effect and ±100 for the full control effect; nearly all actives have a fitted effect of over 55% in size
BRCA1 expr up = increases BRCA1 expression | MCF7-BRCA1-FFLuc reporter, luminescence, 48 h; response scale: scaled: vehicle 0%, 10 µM genistein 100% | Potency, µM (series often up to 46.1 µM), without a hit: top-dose activation, actives largely listed as activators | hit rate 1.1% among 380,000 | AID 624202; note: potency is the fitted concentration of half-maximal effect; nearly all actives have a fitted effect of over 80% in size; some results filed as inactive show a strong effect at the top dose
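Luminescence from a BRCA1-driven firefly luciferase in MCF7 cells was the read-out, taken 15 min after substrate addition following 48 h compound exposure at 37 °C. Data were normalized to a 10 microM genistein control and DMSO vehicle.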
Numbers without * were called inactive; ? = inconclusive; nt = no result given; & = joins results of further samples; [ ] = remark or other dose. Unless noted, calls come from the whole dose curve; as a rule, active = well fitted curve in the direction sought with a large enough effect; inconclusive = small, poorly fitted or top-dose-only effect, or another doubt; inactive = no such curve, though single readings can be large; an effect the other way counts as inactive or inconclusive.

SMILES	USP2a inh	Integrin act MD	Eya2 inh	TRPV1 agonist	p53 reactivation	TSG101-PTAP inh	ELG1 genotoxic	ASM inhibitor	B2AR arrestin	uPA surface inh	BRCA1 expr up
CCC(=O)Nc1ccc(C(=O)CSc2nc3ccccc3[nH]2)cc1	0%	-13%	4%	27	1%	-3%	5%	-9%	-0.3%	1%	-19%
N#CC1=C(N)N(c2ccc(Cl)c(Cl)c2)C(=O)C1	2%	-5%	20%	3	2%	-2%	1%	0%	0.3%	-1%	-9%
O=C(COc1ccc(Br)cc1)NCCCNC(=O)c1cnccn1	0%	7%	12%	-1	-1%	-3%	2%	-3%	-0.6%	2%	-4%
CCn1c(-c2cc(Cl)ccc2OC)n[nH]c1=S	3%	6%	3%	0	0%	-2%	2%	-20%	0.5%	1%	-23%
COc1ccc(CCNC(=O)C2CC(c3ccccc3[N+](=O)[O-])=NO2)cc1 (stereo not drawn)	2%	7%	-8%	4	16%	-1%	21%	14%	0.3%	1%	?
CCN(C[C@H]1N[C@@](CC)(C(=O)OC)[C@H]2C(=O)N(C)C(=O)[C@@H]12)C(C)=O	2%	19%	-2%	nt	-1%	-4%	-2%	8%	-1.1%	13%	3%
CCN(CC)c1ccc(NC(=O)CN2C(=O)CSc3ncccc32)c(C)c1	1%	4%	-6%	-2	15%	0%	-9%	-3%	-0.4%	-9%	-22%
CN(C(=O)c1ccncc1)c1nnc(-c2ccncc2)s1	2%	-11%	-16%	1	3%	-8%	0%	4%	-0.1%	0%	14%
COc1cccc(/C=C2\N=C3CCCCCN3C2=O)c1	1%	-20%	-11%	?	?	0%	?	9%	0.2%	3%	1%
CCN(Cc1ccc(OC)c(F)c1)C(=O)C1CCCO1 (stereo not drawn)	1%	-15%	-11%	-1	6%	0%	3%	-3%	-0.2%	0%	-19%
COc1ccc(OC)c(NC(=O)NC2(C(F)(F)F)Oc3ccccc3O2)c1	-1%	3%	-13%	-1	4%	-1%	0%	4%	0.5%	-11%	10%
CN(C)c1ccc(C(=O)OCC(=O)c2cccs2)cc1	2%	3%	-22%	2	?	0%	8.2µM*	-2%	3.0%	3%	?
COc1ccccc1N1CCN(C(=O)CCn2c(=O)[nH]c3ccccc3c2=O)CC1	0%	4%	18%	-1	-7%	-4%	-5%	1%	0.0%	-2%	-1%
Cc1ccc(CCNC(=O)CN(C)S(=O)(=O)c2ccc3c(c2)n(C)c(=O)c(=O)n3C)cc1	2%	0%	4%	3	14%	-3%	-5%	1%	-0.3%	4%	0%
O=C(COc1ccccc1)N[C@@H]1c2ccccc2CC[C@@H]1OCc1ccccc1	1%	-4%	-16%	nt	-3%	-4%	4%	-2%	-0.2%	8%	3%
CC(C)C[C@@H](CSc1ccccc1)N1CCN(C)CCC1=O	-1%	17%	-1%	1	17%	0%	5%	1%	-1.1%	-6%	78%
CC(=O)CNc1ccc(S(=O)(=O)N/N=C/c2ccccc2)cc1	3%	2%	5%	0	2%	-5%	4%	3%	0.0%	6%	-21%
CCc1nccn1CCC(=O)N1CCCC(Nc2ccc(C(C)C)cc2)C1 (stereo not drawn)	-1%	-4%	-23%	?	2%	-2%	-8%	3%	0.0%	-10%	-19%
Clc1ccc(OCCn2cnc(Cl)c2Cl)cc1	4%	-8%	?	6	-3%	-4%	-2%	0%	-0.5%	-22%	-35%
Cc1ccc(CNC(=O)C2CCC(CNc3c(N4CCC(C)CC4)c(=O)c3=O)CC2)cc1 (stereo not drawn)	1%	?	-3%	21	-3%	1%	-1%	0%	-0.9%	8%	-3%
O=C(N/N=C1\CCCCc2ccccc21)c1ccccn1	1%	1%	-2%	4	14%	0%	17%	4%	-0.1%	-3%	13µM*
Cc1cccc(Oc2ncccc2[N+](=O)[O-])c1C	nt	-32%	nt	nt	nt	1%	nt	-1%	nt	5%	-8%
O=c1cc(CSc2ccc(Cl)cc2)[nH]c2[nH]n(-c3ccccc3)c(=O)c12	-1%	-19%	1%	-3	0%	-4%	0%	7%	-0.4%	1%	1%
CCCCN(CCCC)c1nn[nH]n1	nt	4%	nt	nt	nt	-8%	nt	5%	nt	5%	-19%
Cc1cccc(N2CCN(c3ccc(C(N)=O)cc3[N+](=O)[O-])CC2)c1C	9%	20%	15%	-4	-6%	-1%	11%	-3%	-0.1%	-1%	-19%

(next part)
SMILES	USP2a inh	Integrin act MD	Eya2 inh	TRPV1 agonist	p53 reactivation	TSG101-PTAP inh	ELG1 genotoxic	ASM inhibitor	B2AR arrestin	uPA surface inh	BRCA1 expr up
Cc1cc(NC(=O)c2noc3c2CCCC3)nn1Cc1ccc(Cl)cc1	-11%	-28%	-10%	5	24%	-1%	-4%	-11%	-0.8%	-26%	3%
CCCCNC(=O)C1CCCN(S(=O)(=O)c2ccc(-n3cnnn3)cc2)C1 (stereo not drawn)	0%	?	9%	0	-2%	0%	-1%	2%	-1.0%	-3%	-16%
COc1ccc(-n2nc(C(=O)NCC(=O)NCCCN3CCOCC3)c3ccccc3c2=O)cc1	-1%	35%	7%	-1	-5%	-6%	4%	1%	-0.4%	-2%	2%
COc1ccc(Cl)cc1N(C(=O)Nc1cccc(Cl)c1)C1=NCC(C)S1 (stereo not drawn)	6%	15%	0%	1	-3%	-2%	-1%	1%	-0.4%	4%	-4%
COc1cccc(CSc2nnnn2-c2ccc(O)cc2)c1	2%	-3%	5%	4	-4%	0%	-16%	2%	0.5%	-1%	8%
CCCc1cc(=O)[nH]c(SC/C=C/c2ccccc2)n1	nt	23%	nt	nt	nt	-3%	nt	-4%	nt	4%	-28%
CCOC(=O)Cc1nnc(NC(=O)CSc2ccc(Cl)cc2)s1	-2%	15%	19%	-2	14%	-1%	0%	10%	-0.6%	nt	6%
CCOc1ccc(-c2n[nH]c(=S)o2)cc1	0%	?	15%	1	3%	-2%	16%	-1%	0.1%	-1%	51%
COc1cccc(C(=O)Cn2c(=O)n(CCC(=O)NCC3CCCO3)c(=O)c3cc(OC)c(OC)cc32)c1 (stereo not drawn)	1%	-18%	-3%	2	-6%	-7%	-5%	-3%	0.2%	10%	0%
Cn1nnnc1SCC(=O)NC(=O)NCc1ccccc1	0%	-10%	5%	6	0%	-3%	2%	1%	0.5%	10%	-4%
Cc1cccc(/N=C/c2nc(-c3ccccc3Br)oc2O)n1	9%	?	12%	27	16%	3%	2%	25%	0.1%	?	-8%
COc1cccc2c1OC1(C)CC2NC(=O)N1 (stereo not drawn)	-1%	6%[7.66 µM]	-2%	1	0%	0%	-3%	8%	0.4%	1%	1%
Oc1cc(NCc2ccc(F)cc2)cc2cccnc12	4%&0%	nt	-6%&6%	nt	-1%	-4%	2%	14%	-0.1%&0.1%	?	-87%
N#Cc1cc(C(=O)c2cc(F)ccc2O)cn(Cc2ccccc2)c1=O	9%	16%	19%	-2	3%	-5%	-11%	5%	-0.7%	-2%	0%
CC(=O)c1cc2c(cc1N/C(=N/S(=O)(=O)c1ccc(C)cc1)c1ccccc1)OCO2	-16%	3%	7%	?	5%	-3%	-4%	-3%	-0.6%	5%	-63%
COc1ccc(NC2=C(Cl)C(=O)N(CCc3ccccc3)C2=O)cc1	0%	-32%	1%	-2	?	-4%	8%	-14%	-0.1%	-27%	42%
CC1(C(=O)OCC(=O)c2c[nH]c3ccccc23)CC1(Cl)Cl (stereo not drawn)	1%	5%	-14%	26	?	-3%	?	-1%	0.5%	-20%	8.9µM*
CCC(C(=O)c1ccccc1)N(C(=O)c1ccccc1Cl)N1C(=O)C2C3C=CC(C3)C2C1=O (stereo not drawn)	3%	-18%	-8%	12	7%	-1%	-7%	-2%	0.0%	3%	-12%
CC(=O)Nc1ccc(/C=C2\Sc3ccccc3C2=O)cc1	10%	5%	?	0	1%	1%	?	0%	0.2%	0%	-1%
CCC(C)Nc1nc(N)c([N+](=O)[O-])c(Nc2cc(OC)ccc2OC)n1 (stereo not drawn)	1%	-27%	?	8	-3%	-7%	-1%	?	-0.2%	-1%	-86%
CCN(CC)CCN(Cc1cc2cc3c(cc2[nH]c1=O)OCO3)C(=S)NC	-1%	-20%	-2%	-2	13%	-4%	1%	48%[activator]	-0.3%	-2%	-2%
Nc1nnc(CCN2C(=O)CSC2=O)s1	-1%	7%[7.66 µM]	14%	-4	1%	-5%	-4%	12%	-0.3%	1%	0%
CCc1cc2c(=O)[nH]c(Cc3ccc(Cl)cc3)nc2s1	4%	-12%	-29%	1	-4%	-1%	1%	0%	-0.5%	5%	4%

Assay outcomes as filed in PubChem.
